Screens from PubChem BioAssay.
NPYLR7 ag: activates Aedes aegypti NPYLR7 receptor; HEK293T NPYLR7/Galpha15, GCaMP6s calcium fluorescence; activation, % at 10 µM; actives 0.15% (n = 270,000); AID 1259423; in the data active = activation above about 40%;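 note: 0% = vehicle and 100% = reference agonist at the receptor; some compounds past the cut are filed as inactive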
hcGAS lum: human cGAS inhibition; recombinant h-cGAS, ATP depletion, Kinase-Glo luminescence; actives 0.081% (n = 290,000); Q8N884; inhibition, % at 12.5 µM;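 note: 0% = vehicle reaction and 100% = reaction without DNA for no activity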
Target sequence (Q8N884 whole entry, looked up): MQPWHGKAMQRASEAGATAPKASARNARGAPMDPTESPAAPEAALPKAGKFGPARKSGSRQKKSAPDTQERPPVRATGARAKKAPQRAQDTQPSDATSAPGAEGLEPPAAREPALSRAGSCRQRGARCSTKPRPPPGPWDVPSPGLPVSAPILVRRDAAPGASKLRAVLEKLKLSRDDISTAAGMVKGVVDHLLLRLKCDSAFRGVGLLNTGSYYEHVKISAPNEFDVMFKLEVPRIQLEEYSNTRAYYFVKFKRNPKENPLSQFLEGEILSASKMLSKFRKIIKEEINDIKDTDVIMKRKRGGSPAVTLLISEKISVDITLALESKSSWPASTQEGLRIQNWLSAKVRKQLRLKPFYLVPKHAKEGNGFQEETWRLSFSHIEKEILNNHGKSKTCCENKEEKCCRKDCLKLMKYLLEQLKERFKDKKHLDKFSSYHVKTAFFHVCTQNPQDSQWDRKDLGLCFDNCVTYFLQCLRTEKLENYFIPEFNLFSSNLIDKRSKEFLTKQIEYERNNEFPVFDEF
mcGAS lum: blocks mouse cGAS activity; Q8C6L5; recombinant cGAS, Kinase-Glo ATP depletion luminescence; inhibition, % at 12.5 µM; actives 0.15% (n = 160,000); AID 1259399;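 note: 0% = negative control wells and 100% = reference inhibitor with no enzyme activity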
* = called active by the depositor; / = not tested or not shown; & = joins results of further samples. Cut-off read from the data, not from the text of the source, unless noted: active = inhibition above about 40%; inactive = the rest.

Each structure is followed by: NPYLR7 ag	hcGAS lum	mcGAS lum
- CN(CCN1CCCCCC1)Cc1cnc(N)nc1
 : /	-10.7	-11.1
- Cc1ccc(-c2nc(C(=O)N3CC(C)OCC3C)cs2)cc1 (stereo not given)
 : -2.6	-4.0	/
- N#CCCN1CC(O)CN(C(=O)Cc2ccccc2)CC1=O (stereo not given)
 : 0.1	-3.6	-9.0
- O=C(NCCNC(=O)[C@H]1CCCN1C(=O)C1CCC1)c1ccc(F)cc1
 : 20.8	-6.1	-7.8
- COc1ccc2c3c(cccc13)NN=C2C
 : 0.5	-22.7	/
- Cc1[nH]nc(Nc2ccccc2)c1N
 : -11.7	-7.8	/
- CCn1nc(CC(C)C)cc1C(=O)N1Cc2cnn(CCO)c2C1
 : 11.1	-4.0	/
- CCn1c(C2CC(=O)N(c3cccc(SC)c3)C2)nc2ccccc21 (stereo not given)
 : -1.1	-4.5	-2.2
- O=C(Oc1ccc(N2C(=O)C3C4C=CC(C4)C3C2=O)cc1)c1ccc([N+](=O)[O-])cc1 (stereo not given)
 : -0.4	-5.0	-5.6
- CCNc1ncc(-c2nccn2CCN(C)C)cn1
 : 10.2	-7.0	/
- CCn1c(C2CCCN(C(=O)Cc3cnc4ccccn34)C2)nn(C)c1=O (stereo not given)
 : -1.1	-5.6	/
- O=C(C#Cc1ccccc1)N1CCCC(N2CCN(Cc3ccc4c(c3)OCO4)CC2)C1 (stereo not given)
 : 0.9	3.5	/
- CC(=O)N[C@H]1C[C@@H](c2cnc(-c3ccccn3)nc2)O[C@@H](C2CCCCC2)C1
 : 6.3	-4.9	-17.0
- O=c1nc(-c2cccs2)oc2cc(Cl)ccc12
 : 5.8	-4.5	/
- COc1cc(C(C)=O)ccc1OCC(O)Cn1nc(C)nc1C (stereo not given)
 : -0.9	2.7	/
- CC(Cc1ccc2c(c1)OCO2)CN1CCn2c(nnc2C(N)=O)C1 (stereo not given)
 : 0.6	4.1	/
- CC(C(=O)Nc1ccc(C(N)=O)cc1)n1nnc(-c2ccc(F)cc2)n1 (stereo not given)
 : 1.5	-7.7	-7.7
- Cc1ccnc(N2CCN(c3c4c(c(C#N)c5nc6ccccc6n35)CCC4)CC2)c1
 : 8.8	-8.6	/
- O=C(CCCCCN1C(=O)c2cccc3cccc(c23)C1=O)Nc1nccs1
 : 6.8	-5.9	-7.7
- COc1cc(C(=O)NCc2ccc(-c3ncc(-c4ccc(N5CCOCC5)cc4)[nH]3)cc2)cc(Cl)n1
 : 0.6	-5.1	-5.1
- COC(=O)c1ccc(CN2C(=O)C(C)(C)ON=C2c2ccc(C)cc2)o1
 : -2.4	11.8	/
- COc1ccccc1CCNC(=O)c1ccccc1N1CCC(NC(=O)Cc2ccccc2)CC1
 : -2.7	0.4	/
- COc1ccc(Nc2nccc3c2ncn3C)cc1OC
 : -5.1	-1.7	-1.3
- CCn1nnc2c(=O)n(CC(=O)N(C)c3ccccc3)cnc21
 : 1.0	-7.2	/
- CCCC(=O)Nc1c(-c2cccs2)c(=O)c2ccccc2n1C
 : 0.0	0.1	/
- NS(=O)(=O)c1ccc(NC(=O)CCCn2nc(-c3ccccc3)ccc2=O)cc1
 : 9.8	-1.0	-8.5
- CC(C)OC(C)c1nnc(SCC(=O)O)n1-c1ccccc1 (stereo not given)
 : 18.6	1.3	-15.6
- CC1CN(c2cc(Oc3ccc(F)cc3Cl)ncn2)CCN1C(=O)COCc1ccccc1 (stereo not given)
 : 12.2	-7.6	-6.5
- COc1ccc(N2C(=O)CC(NCc3ccc(F)cc3)C2=O)cc1 (stereo not given)
 : 5.0	3.6	0.0
- CC(C)c1ccc(C2C3=C(Nc4c2c(=O)n(C)c(=O)n4C)c2ccccc2C3=O)cc1 (stereo not given)
 : 5.5	-2.3	/
- COc1ccc(Cn2c(=O)c3c(n4cnnc24)-c2ccccc2CC32CCCCC2)cc1
 : 1.8	0.3	-3.7
- CS(=O)(=O)c1ccccc1S(=O)(=O)Nc1cccc(Cl)c1F
 : 4.0	-3.3	-4.3
- O=C1CC[C@@H](CN(Cc2cccnc2)Cc2ncc[nH]2)N1
 : /	0.4	-7.7
- CC1(Cc2ccc(C(F)(F)F)o2)C(=O)Nc2ccc(-c3ccc(F)c(Cl)c3)cc21 (stereo not given)
 : 0.7	2.3	-4.8
- COc1ccc(N2CCN(Cc3cc(=O)c(OC)cn3CC(=O)Nc3ccccc3OC)CC2)cc1
 : 0.4	-6.0	-8.0
- CN(Cc1ncc[nH]1)Cc1ccccc1CN1CCCC1
 : 10.0	-5.3	/
- COc1cc(NC(=O)N2CCSC2c2cc(OC)ccc2OC)cc(OC)c1 (stereo not given)
 : -5.3	-1.3	1.1
- COC(=O)[C@H]1C[C@@H](O)CCN1C(=O)c1c(-c2ccccc2)noc1C
 : 1.7	-7.3	/
- Cc1cnc(CNC(=O)c2ccc(CC3CCCNC3)cc2)cn1 (stereo not given)
 : 3.0	-4.1	-9.0
- CC(=O)N(CCN(C)C)c1nc2cc3c(cc2s1)OCO3
 : -7.6	5.1	1.6
- COC(=O)CC1SC(=O)N(CN2CCOCC2)C1=O (stereo not given)
 : -10.1	-1.3	-1.9
- C=CCNC(=O)CN1CN(c2ccccc2)C2(CCN(C(=O)COC)CC2)C1=O
 : 3.1	0.0	0.6
- CCn1cnnc1CCn1cc(C(C)c2ccccc2)nn1 (stereo not given)
 : -2.8	1.3	1.8
- CCOC(=O)c1cn(-c2ccccc2)nc1-c1ccc(OC)c([N+](=O)[O-])c1
 : 25.2	-6.6	-4.6
- Cc1ccc(-c2[nH]ncc2CN(C)CCC2CCCCO2)cc1C (stereo not given)
 : 24.1	-8.7	/
- CCc1nc(C)c(C(=O)NCCC2=CCCCC2)o1
 : -1.4	-6.6	/
- CC1C(=O)N(c2ccc3c(c2)CCC3)CCN1C(=O)C1CC1 (stereo not given)
 : -4.4	-7.3	-5.7
- CCn1c(CC2CCNCC2)nn(Cc2cc(C(C)C)on2)c1=O
 : 1.7	-4.4	/
- C=CCN(CC(=O)N(CCc1ccc(OC)c(OC)c1)Cc1cccs1)C(=O)c1ccc(Br)cc1
 : -0.2	2.8	-5.7
- Cc1ccc(CC2CCCN2Cc2ncc[nH]2)cc1 (stereo not given)
 : -3.8&10.6	-5.4&-6.4	/
- Cc1nc(C)c(CC(=O)N2CC[C@@]3(O)CCCC[C@H]3C2)c(=O)[nH]1
 : -0.3	-3.4	/
- Cc1nnc(SCC(=O)Nc2ccc(Cl)cc2)c2c1cnn2-c1ccccc1
 : -8.7	-1.8	-10.0
- COC(=O)c1ccc(CN2CCN(CC3CCCCC3)C(CCO)C2)cc1 (stereo not given)
 : 9.4&-5.6	-6.6&-3.0	/
- c1cncc(CNc2ccc3c(c2)CCC3)c1
 : 2.6	-6.1	/
- O=C(NCCOc1ccc2nnc(-c3cccc(F)c3)n2n1)c1ccco1
 : -7.9	-3.3	-6.7
- O=C(CN1N=NC2C(=O)N(c3ccc(Br)cc3)C(=O)C21)Nc1ccc2c(c1)OCCO2 (stereo not given)
 : -4.5	2.4	/
- CN=c1scc(C)n1N=C(C)c1cccc(F)c1
 : 0.7	-6.9	-6.9
- CC1(C)OC2c3ccccc3OC3(C)CCC1CC23 (stereo not given)
 : -5.0	-5.2	/
- C=CCNC(=O)c1ccc(-c2cccc(-n3cccn3)c2)o1
 : 27.1	-4.9	-17.9
- CC1CN(Cc2ccc(F)cc2Cl)C(C)CO1 (stereo not given)
 : -1.1	-5.1	/

Just NPYLR7 ag and hcGAS lum (two entries from above):
Compound	NPYLR7 ag	hcGAS lum
CS(=O)(=O)c1ccccc1S(=O)(=O)Nc1cccc(Cl)c1F	4.0	-3.3
CCOC(=O)c1cn(-c2ccccc2)nc1-c1ccc(OC)c([N+](=O)[O-])c1	25.2	-6.6

Next part.
Each structure is followed by: NPYLR7 ag	hcGAS lum	mcGAS lum
- C[C@@H]1[C@H]2C[C@@H](C[C@H]1NC(=O)C1CC13c1ccccc1-c1ccccc13)C2(C)C (stereo not given in full)
 : -5.9	2.4	0.8
- Cc1ccc(Cl)c(Oc2cc(N3CCN(C4CCCC4)CC3)ncn2)c1
 : -12.8	-2.7	-6.5
- O=C(OC1C[C@H]2CC[C@@H](C1)[N+]21CCCC1)C(O)(c1ccccc1)c1ccccc1 (stereo not given in full)
 : 5.8	-3.3	-5.3
- COCCCN1CC2=C(C1=O)C(c1ccccc1)NC(=O)N2C (stereo not given)
 : -3.9	-2.9	-4.4
- Cc1cc(C)nc(NS(=O)(=O)c2ccc(NC(=O)c3cccc(Br)c3)cc2)n1
 : 7.6	1.5	-9.0
- CCCNC(=O)N1CCN(c2ccc3c(c2)OCO3)C(=O)C1C (stereo not given)
 : 2.8	-6.6	/
- Cc1ncc(CC(=O)N2CCC(C(O)CC(C)C)CC2)c(=O)[nH]1 (stereo not given)
 : /	-12.7	-5.4
- O=C(Cn1nc2c(c1NC(=O)c1c[nH]c3ccccc13)CSC2)NCC1CCCO1 (stereo not given)
 : -0.9	-3.8	-0.8
- COc1ccc(-c2c(NC(C)=O)n(C)c3ccccc3c2=O)cc1
 : 2.4	3.2	/
- COc1ccc(C=CC(=O)NC2CCCC2)cc1OC
 : 8.4	-7.8	-6.2
- Cc1[nH]ccc1C(=O)NC1CCN(c2c(F)cccc2F)C1=O (stereo not given)
 : -22.5	0.9	/
- COC(=O)c1cc(Cl)cc(Cl)c1NC(=O)CN1CCN(C(=O)C2CC2)CC1
 : 3.8	-8.1	/
- Fc1ccc(SCc2csc(Cc3ccc(Cl)c(Cl)c3)n2)cc1
 : 3.4	-5.3	-6.3
- COCCCN(CC(=O)N(Cc1cccn1Cc1ccccc1Cl)CC(C)C)C(=O)Nc1ccc(OC)cc1OC
 : /	-4.3	-3.4
- CCCn1ncc(C(=O)N2CCCN(S(C)(=O)=O)CC2)c1C
 : 14.0	-0.3	-13.8
- CCOC(=O)c1ccccc1NC(=S)N1CC(=O)N2CCc3ccc(F)cc3C2C1 (stereo not given)
 : 27.7	-6.6	-8.3
- COC(=O)[C@@H]1C[C@H](NC(=O)c2ccc(C)c(-n3cccc3)c2)CN1C
 : -0.8	1.7	/
- O=C(NCCC(=O)N1CCCc2cccc(F)c21)c1ccccc1
 : -0.7	-6.7	/
- COc1ccc(S(=O)(=O)NC(=O)c2sccc2C)cc1NC(C)=O
 : 0.0	-9.6	/
- CNC(=O)C1CCN(c2nc3ncn(CC(=O)Nc4ccc(F)cc4Cl)c(=O)c3s2)CC1
 : 4.1	-1.6	/
- COc1ccc(-n2ccnc2C(C)Cc2ccc3c(c2)OCO3)cn1 (stereo not given)
 : 5.3	-9.2	/
- CNC(=O)[C@@H]1[C@@H](c2ccccc2)CN2CCN(Cc3ccccc3)C[C@H]12
 : 0.2	-0.6	-8.6
- O=C(NCC1CCS(=O)(=O)C1)C1CC(=O)N(CC2CC2)C1 (stereo not given)
 : 8.4	-5.7	/
- CC(C)c1ccc(-n2c(-c3cc(-c4ccccc4)nc4ccccc34)n[nH]c2=S)cc1
 : -1.2	-5.0	-4.9
- CC(C)(O)C#Cc1ccc(C(=O)NC[C@H]2C[C@H]3C=C[C@H]2C32CC2)o1
 : 6.2	-2.7	/
- CCc1cnc(C)nc1NC1CC(=O)N(CC2CCCCC2)C1 (stereo not given)
 : 5.8	-5.2	-16.4
- Cc1cc(C(=O)NC(C)c2ccc(S(C)(=O)=O)cc2)c2cnn(C(C)C)c2n1 (stereo not given)
 : 5.5	-2.2	/
- Cc1cccc(C(=O)Nc2c3c(nn2-c2ccc(C)cc2C)CSC3)c1
 : 0.4	-7.7	/
- CCOC(=O)C1(CC2CCCCO2)CCN(C(=O)/C=C/c2cccs2)CC1 (stereo not given)
 : 15.3	-3.2	/
- C=CCNc1ccccc1C(=O)N1CC=C(n2c(=O)[nH]c3ccccc32)CC1
 : 25.0	-4.7	-16.1

6 entries from above, with bars between the fields.
SMILES | NPYLR7 ag | hcGAS lum | mcGAS lum
O=C(Oc1ccc(N2C(=O)C3C4C=CC(C4)C3C2=O)cc1)c1ccc([N+](=O)[O-])cc1 (stereo not given) | -0.4 | -5.0 | -5.6
CCNc1ncc(-c2nccn2CCN(C)C)cn1 | 10.2 | -7.0 | /
CCn1c(C2CCCN(C(=O)Cc3cnc4ccccn34)C2)nn(C)c1=O (stereo not given) | -1.1 | -5.6 | /
O=C(C#Cc1ccccc1)N1CCCC(N2CCN(Cc3ccc4c(c3)OCO4)CC2)C1 (stereo not given) | 0.9 | 3.5 | /
CC(=O)N[C@H]1C[C@@H](c2cnc(-c3ccccn3)nc2)O[C@@H](C2CCCCC2)C1 | 6.3 | -4.9 | -17.0
O=c1nc(-c2cccs2)oc2cc(Cl)ccc12 | 5.8 | -4.5 | /

Further entries
Each structure is followed by: NPYLR7 ag	hcGAS lum	mcGAS lum
- Cc1ccccc1CNC(=O)CN1CCCC(N2CCCC2=O)C1 (stereo not given)
 : 2.8	-5.6	/
- CCS(=O)(=O)c1c(Nc2ccc(F)c(Cl)c2)sc(C(=O)c2ccccc2)c1N
 : -4.3	1.1	-4.4
- O=C(Nc1nc(-c2ccc3c(c2)CCC3)cs1)c1ccc(S(=O)(=O)N2CCCCC2)cc1
 : -7.6	-8.8	/
- COc1cccc(OC)c1OCc1nc(CN(C(=O)c2cccc(Br)c2)C2CC2)cs1
 : -9.1	-4.3	-8.8
- O=S(=O)(NCC1COc2ccccc2O1)C1=Cc2ccccc2CC1 (stereo not given)
 : 5.4&10.4	-3.1&-10.8	-10.2
- CCOc1ccc(NC(=O)Cn2c(-c3nnc(CC)o3)cc3ccccc32)cc1
 : -3.5	-5.0	-8.6
